hIAP activ: human IAP activators, primary screen, biochemical, luminescence, uHTS; activation factor at 10 µM; 330,000 tested, 0.16% active; AID 2524, 2010; Intestinal-type alkaline phosphatase (Homo sapiens), P09923; purified human IAP, CDP-Star luminescence, 30 min; active compounds read high; 1 = vehicle-only enzyme, 0 = enzyme-free background;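 active means activation factor of the enzyme at least 2-fold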; further: the source names both 10 and 20 µM as test concentration; values of inactives mirror those of a sister screen read the other way
Target sequence (P09923 whole entry, looked up): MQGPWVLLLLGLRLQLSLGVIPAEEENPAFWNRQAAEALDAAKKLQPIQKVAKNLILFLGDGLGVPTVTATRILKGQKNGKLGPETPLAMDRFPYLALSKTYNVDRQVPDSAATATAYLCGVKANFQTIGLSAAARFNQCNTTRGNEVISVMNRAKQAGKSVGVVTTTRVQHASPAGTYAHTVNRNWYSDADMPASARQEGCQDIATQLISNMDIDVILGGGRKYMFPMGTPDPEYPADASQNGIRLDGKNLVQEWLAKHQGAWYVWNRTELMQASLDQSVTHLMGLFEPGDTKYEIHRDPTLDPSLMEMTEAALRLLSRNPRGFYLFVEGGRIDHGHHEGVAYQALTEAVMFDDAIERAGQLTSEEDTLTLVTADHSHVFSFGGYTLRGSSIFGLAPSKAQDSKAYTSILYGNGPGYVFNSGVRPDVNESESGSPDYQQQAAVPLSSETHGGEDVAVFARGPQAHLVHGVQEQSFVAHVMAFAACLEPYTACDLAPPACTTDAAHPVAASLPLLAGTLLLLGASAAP
mIAP act: activators of mouse IAP, primary screen, biochemical, luminescence, uHTS | AID 2805, 2010 | muIAP, CDP-Star luminescence, 30 min; active compounds read high; 1 = vehicle-only enzyme signal, 0 = enzyme-free wells | 330,000 tested, 0.24% active | activation factor at 10 µM | intestinal alkaline phosphatase [Mus musculus];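 active means activation factor of at least 2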; further: the source names both 10 and 20 µM as test concentration; values of inactives mirror those of a sister screen read the other way
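Assay system: mouse IAP enzyme / Compound: DMSO-dissolved test compounds / Timing: 30 min, room temperature / Measured by: luminescence from enzymatic CDP-Star hydrolysis / Control set: DMSO-only wells, enzyme-free buffer wells as negative control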
MIN6 prolif: inducers of MIN6 beta-cell proliferation, primary screen, ATP luminescence, uHTS | MIN6 cells proliferation, ATPlite luminescence, 48 h; cells starved in 0.2% serum; 100% = growth in 10% serum | proliferation, % at 10 µM | 330,000 tested, 0.29% active | AID 2380, 2010;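 active means compounds whose signal lies at least 3.5 SD above the mean of all wells on their plate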;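 further: 0% = DMSO-treated cells in low-serum medium and 100% = 10% serum control; some compounds called inactive have numbers as strong as hits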
hIAP block: human IAP inhibitors, primary screen, biochemical, luminescence, uHTS | Intestinal-type alkaline phosphatase (Homo sapiens), P09923 | 330,000 tested, 0.12% active | inhibition, % at 10 µM | purified IAP, CDP-Star luminescence, 30 min;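 active means inhibition reaching a set limit with compound at 10 µM in the primary screen, cut at about 35% in these data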;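 further: plate controls were DMSO wells with enzyme for no effect and no-enzyme buffer wells for full effect; values of inactives mirror those of a sister screen read the other way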
ATG4B inh: ATG4B protease inhibitors, primary screen, biochemical, fluorescence, uHTS. Cysteine protease ATG4B (Homo sapiens), Q9Y4P1. ATG4B cleavage of LC3-PLA2, NBD-HPC fluorescence, 1 h. inhibition, % at 8.33 µM. 340,000 tested, 0.51% active. AID 504462, 2011; in the data active means inhibition above about 40%
APOBEC3A inh: APOBEC3A ssDNA deaminase inhibitors, primary screen, selectivity assay for APOBEC3G inhibitor project, biochemical, FAM/TAMRA oligo cleavage fluorescence. DNA dC->dU-editing enzyme APOBEC-3A (Homo sapiens), P31941. recombinant A3A, FAM/TAMRA ssDNA deamination fluorescence. inhibition, % at 20 µM. 330,000 tested, 0.41% active. AID 493011, 2011;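 active means at least 40% inhibition at 20 µM here, with at most 30% in a related deaminase screen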;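 further: plate controls were A3A with DMSO for no effect and wells lacking A3A enzyme for full effect; some results filed as inactive read as strong as hits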
Target sequence (P31941 whole entry, looked up): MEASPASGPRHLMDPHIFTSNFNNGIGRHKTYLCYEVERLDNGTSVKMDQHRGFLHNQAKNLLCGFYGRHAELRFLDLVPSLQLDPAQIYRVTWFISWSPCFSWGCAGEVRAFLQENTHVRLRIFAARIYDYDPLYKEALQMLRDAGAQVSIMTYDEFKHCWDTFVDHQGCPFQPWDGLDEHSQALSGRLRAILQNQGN
mIAP block: inhibitors of mouse IAP, primary screen, biochemical, luminescence, uHTS | inhibition, % at 10 µM | AID 2806, 2010 | 330,000 tested, 0.2% active | purified mouse IAP, CDP-Star luminescence, 30 min;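 active means inhibition of at least 40% at 10 µM in the primary screen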;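 further: plate controls were DMSO with enzyme for no effect and no enzyme wells for full effect; values of inactives mirror those of a sister screen read the other way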
MPTP block: mitochondrial permeability transition pore inhibitors, primary screen, biochemical, isolated mouse mitochondria, absorbance | 360,000 tested, 1.4% active | inhibition, % at 10 µM | Ca2+ swelling absorbance, 30 min;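 active means inhibition of 50% or more, scaled per plate between neutral and stimulator controls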;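 further: 0% = DMSO wells given calcium and 100% = 1 mM EGTA wells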
APOBEC3G inh: APOBEC3G DNA deaminase inhibitors, primary screen, biochemical, fluorescence, single-stranded DNA substrate, uHTS; inhibition, % at 20 µM; 330,000 tested, 0.28% active; recombinant A3G, ssDNA deamination FAM/TAMRA fluorescence;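 active means inhibition of at least 40% at 20 µM, with no more than 30% in the related APOBEC3A deaminase screen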;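 further: plate controls were DMSO wells with A3G for no effect and wells lacking A3G enzyme for full effect; some compounds called inactive have numbers as strong as hits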
* hit, by the source's call; / = no result given.

SMILES | hIAP activ | mIAP act | MIN6 prolif | hIAP block | ATG4B inh | APOBEC3A inh | mIAP block | MPTP block | APOBEC3G inh
COC(=O)c1ccc(NC(=O)CCNS(=O)(=O)c2cccc3nonc23)cc1 | 0.973 | 1.02 | -0.4 | 2.7 | 8.2 | 1.0 | -1.6 | -0.5 | -3.6
COc1ccc(OCc2cccc(C(=O)Nn3cc([N+](=O)[O-])cn3)c2)cc1 | 0.988 | 0.896 | -3.1 | 1.2 | 4.7 | -0.8 | 10.4 | 17.7 | -5.8
COc1ccc2c(c1OC)C(=O)OC2 | 0.829 | 0.919 | -0.3 | 17.1 | -2.5 | -1.3 | 8.1 | -2.4 | -11.0
S=C(Sc1ccc(Cl)cc1)Sc1ccc(Cl)cc1 | 0.982 | 0.893 | -3.9 | 1.8 | / | -0.2 | 10.7 | / | -3.2
O=C(O)C1CCCCC1C(=O)Nc1ccccc1C(=O)N1CCN(c2ccc(F)cc2)CC1 (stereo not drawn) | 0.932 | 1.03 | 0.0 | 6.8 | 8.3 | -0.9 | -2.9 | -0.3 | -4.3
CC1Cc2ccccc2N1CC(=O)NCc1ccccc1Cl (stereo not drawn) | 1.19 | 1.06 | -3.2 | -19.0 | 24.2 | 0.1 | -6.1 | 0.7 | -3.2
O=c1[nH]c2ccccc2nc1-c1c[nH]c2ccccc12 | 0.963 | 1.19 | -0.5 | 3.7 | -18.4 | -2.0 | -18.9 | 1.0 | -4.7
COc1ccc(-c2nn(CCC#N)cc2C(=O)Nc2ccccn2)cc1OC | 1.21 | 0.966 | -1.8 | -21.2 | -3.3 | -0.7 | 3.4 | 2.2 | -2.6
CC1CN(C(=O)Nc2cccc(Cl)c2)C2(CCCCCC2)O1 (stereo not drawn) | 0.815 | 1.06 | -2.5 | 18.5 | 0.5 | -1.5 | -6.3 | 7.7 | 1.2
O=C(NC(=S)Nc1ccc(S(=O)(=O)Nc2ncccn2)cc1)c1cccc(Br)c1 | 0.941 | 0.936 | 4.3 | 5.9 | -10.5 | -3.0 | 6.4 | -0.3 | -4.8
Cc1cc(C(=O)OCC(=O)Nc2cc(Cl)ccc2C)c(C)o1 | 0.922 | 0.983 | 1.6 | 7.8 | -11.4 | -6.8 | 1.7 | -2.1 | -8.9
c1ccc2c(c1)nc(NCCN1CCOCC1)c1nncn12 | 1.14 | 0.979 | 0.4 | -13.8 | -7.7 | 4.3 | 2.1 | -0.5 | -4.6
CC(O)CCC(=O)NNC1=CC(=O)CC(C)(C)C1 (stereo not drawn) | 1.19 | 1.04 | -1.8 | -19.4 | / | -2.6 | -4.2 | / | -8.3
Oc1ccc[n+](CCCCC[n+]2cccc(O)c2)c1 | 1 | 0.993 | 0.9 | -0.1 | -4.7 | -1.4 | 0.7 | -0.1 | -9.2
CCCOc1cccc(C2C(C(=O)c3ccc(C)o3)=C(O)C(=O)N2CCN2CCOCC2)c1 (stereo not drawn) | 0.938 | 1.02 | 1.6 | 6.2 | -7.2 | -8.2 | -2.1 | -0.2 | -5.3
CCC(C)c1ccccc1NC(=O)COc1ccc(-n2cnnn2)cc1 (stereo not drawn) | 1.04 | 1.04 | -0.8 | -4.0 | -38.3 | 3.1 | -3.8 | 0.6 | 0.5
O=C(NCc1ccccc1F)Nc1ccc([N+](=O)[O-])cc1 | 1.02 | 1.02 | 1.1 | -2.0 | 29.2 | 0.9 | -2.1 | 94.5* | -3.2
O=C(Oc1ccc2ccccc2c1)c1ccccc1 | 0.989 | 1.03 | -1.9 | 1.1 | 19.9 | -3.3 | -3.4 | -0.1 | -2.6
Nc1ccccc1OCCOc1ccccc1N | 0.874 | 0.929 | -3.3 | 12.6 | 2.2 | -3.1 | 7.1 | 0.4 | -6.5
CCOC(=O)c1cnn2c1[nH]c(=O)c1ccccc12 | 0.978 | 0.939 | -1.3 | 2.2 | 8.2 | 0.3 | 6.1 | -1.0 | -4.6

Taken from above for reference:
SMILES | hIAP activ | mIAP act | MIN6 prolif | hIAP block | ATG4B inh | APOBEC3A inh | mIAP block | MPTP block | APOBEC3G inh
COC(=O)c1ccc(NC(=O)CCNS(=O)(=O)c2cccc3nonc23)cc1 | 0.973 | 1.02 | -0.4 | 2.7 | 8.2 | 1.0 | -1.6 | -0.5 | -3.6
COc1ccc(OCc2cccc(C(=O)Nn3cc([N+](=O)[O-])cn3)c2)cc1 | 0.988 | 0.896 | -3.1 | 1.2 | 4.7 | -0.8 | 10.4 | 17.7 | -5.8
COc1ccc2c(c1OC)C(=O)OC2 | 0.829 | 0.919 | -0.3 | 17.1 | -2.5 | -1.3 | 8.1 | -2.4 | -11.0
S=C(Sc1ccc(Cl)cc1)Sc1ccc(Cl)cc1 | 0.982 | 0.893 | -3.9 | 1.8 | / | -0.2 | 10.7 | / | -3.2

The list continues:
SMILES | hIAP activ | mIAP act | MIN6 prolif | hIAP block | ATG4B inh | APOBEC3A inh | mIAP block | MPTP block | APOBEC3G inh
COc1ccc(N2C(=O)CC(NCc3ccc(F)cc3)C2=O)cc1 (stereo not drawn) | 1.11 | 0.981 | -1.6 | -11.3 | -14.0 | -5.0 | 1.9 | -0.4 | -4.6
Cc1ccc(S(=O)(=O)C(C#N)c2nc3ccccc3nc2N2CCN(C)CC2)cc1C (stereo not drawn) | 1.02 | 0.922 | -0.9 | -1.6 | -5.7 | -6.1 | 7.8 | -2.0 | -8.1
C/C(=N\NC(=O)c1c[nH]c2ccccc12)c1ccc(C)o1 | 0.886 | 0.997 | -2.1 | 11.4 | 1.2 | -0.6 | 0.3 | 6.0 | -1.2
COc1cc2c(cc1OC)CN(C(=O)c1ccc(S(=O)(=O)N3CCCCCC3)cc1)CC2 | 0.925 | 0.99 | -3.0 | 7.5 | -5.6 | -1.8 | 1.0 | 0.1 | -10.8
CC(=O)NC(Cc1cccc(F)c1)C(=O)NC1CCN(c2ncccc2[N+](=O)[O-])CC1 (stereo not drawn) | 0.931 | 1.06 | -1.8 | 6.9 | 2.3 | -3.5 | -5.7 | -2.3 | 37.6
O=C(CCCNS(=O)(=O)c1ccccc1)NCc1ccco1 | 1.41 | 1.05 | -4.2 | -40.7 | -5.2 | 1.9 | -5.0 | 4.0 | -7.2
CCOC(=O)[C@@H]1[C@H]2COc3ccccc3[C@H]2N2C(=O)N(c3ccc(C)cc3)C(=O)[C@]12C | 1.09 | 0.971 | -4.7 | -8.8 | 1.9 | 1.6 | 2.9 | -0.5 | -3.6
COc1ccccc1-c1c(NC(=O)c2ccco2)n(C)c2ccccc2c1=O | 1.1 | 1.03 | -0.4 | -10.2 | -6.6 | -0.9 | -2.9 | / | -2.6
COc1cccc(CNC(=O)Cn2cc([N+](=O)[O-])cn2)c1 | 1.03 | 0.983 | 0.0 | -3.5 | 2.7 | -7.8 | 1.7 | -0.1 | -6.8
CCN(CC)CCN(C(=O)c1ccc2ncsc2c1)c1nc2cc3c(cc2s1)OCO3 | 1.13 | 0.908 | -0.5 | -12.6 | -8.0 | 1.2 | 9.2 | -0.3 | -1.6
COc1ccccc1N1CCN(C(=O)C2CCCO2)CC1 (stereo not drawn) | 1.06 | 0.956 | -4.4 | -5.8 | -3.7 | 2.4 | 4.4 | 1.0 | 3.6
CCC1=C(OC(=O)N(CC)CC)N2C(=O)OC(=NCCc3c[nH]c4ccccc34)[C@]2(C)[C@H]2C1=CC[C@H]1C(=O)N(CC(=O)OC)C(=O)[C@H]12 | 1.08 | 0.98 | -1.5 | -7.7 | -1.9 | 1.2 | 2.0 | -1.7 | -10.5
Cc1ccc(/C=C2\OC(=O)c3ccccc32)cc1 | 0.857 | 0.874 | -4.1 | 14.3 | 29.7 | -0.2 | 12.6 | 0.5 | -5.5
O=C(CN1C(=O)NC2(CCCCCC2)C1=O)N1CCN(c2ccc(F)cc2)CC1 | 0.865 | 0.929 | -1.3 | 13.5 | 5.3 | -0.7 | 7.1 | -2.6 | -4.7
COC(=O)CCN(c1ccccc1)S(=O)(=O)c1cc(-c2cc(C)no2)ccc1OC | 1.18 | 1.06 | 2.2 | -17.8 | 0.4 | -8.8 | -5.7 | -1.0 | -8.7
Cc1c(OCC(=O)OC(C)(C)C)ccc2c3c(c(=O)oc12)CCC3 | 1.1 | 1.02 | -1.2 | -10.1 | 3.7 | -0.6 | -1.9 | 62.2* | -4.2
CC(=O)c1cccc(NC(=O)CSc2ccc(-c3ccc4c(c3)OCO4)nn2)c1 | 1.01 | 1.07 | -5.1 | -1.0 | 6.1 | -5.3 | -7.1 | 6.7 | -9.5
Cc1nnsc1NC(=O)OCCCl | 1.19 | 0.949 | -2.8 | -18.8 | 6.6 | -2.6 | 5.1 | 0.2 | -4.1
CC(NS(=O)(=O)c1ccc(Br)cc1)C(=O)NCc1ccc2c(c1)OCO2 (stereo not drawn) | 1.02 | 0.867 | -3.1 | -2.0 | -5.0 | -1.8 | 13.3 | -1.2 | -3.6
COC(=O)c1sc2nc(CSc3ccc(Br)cc3)[nH]c(=O)c2c1C | 1.01 | 0.907 | -4.6 | -0.8 | -0.9 | 7.9 | 9.3 | 10.8 | 1.3
Cc1ccccc1-c1nc(CN2CCC(C(=O)NC3CCCCC3)CC2)c(C)o1 | 1.1 | 1.07 | -4.2 | -9.7 | 0.2 | -2.6 | -6.7 | -0.6 | 4.3
CC(C)[C@H](CN(N=O)[C@@H](Cc1ccccc1)CN(C)N=O)N(CCc1ccccc1)N=O | 1.24 | 1.01 | -6.5 | -24.3 | 0.7 | 2.2 | -0.7 | 0.1 | -6.7
N#C/C(=C\c1ccc(OCCN2CCOCC2)cc1)C(=O)Nc1ccccc1 | 1.1 | 1.01 | -2.1 | -10.0 | -1.3 | -1.1 | -0.6 | 0.1 | -3.4
Cc1cc(OCCn2cnc3ccccc3c2=O)cc(C(C)C)c1 | 1.06 | 1.12 | -2.2 | -5.9 | -1.9 | -4.4 | -12.3 | -1.4 | -7.2
O=C(Nc1ccno1)Nc1ccc(Cl)cc1Cl | 1.24 | 1.2 | -1.8 | -23.6 | -8.1 | -0.9 | -20.2 | 49.6 | -6.0
O=C(CSc1nnc(CNc2ccc(F)cc2)n1Cc1ccccc1)NCc1ccccc1 | 1.18 | 1.12 | -2.9 | -18.0 | -8.5 | 2.3 | -12.0 | -0.3 | -0.8
CC(C)(C)C(=O)Nc1ccc(-c2csnn2)cc1 | 0.978 | 1.12 | -1.3 | 2.2 | 12.9 | 1.6 | -11.9 | 1.6 | -1.3
CC(CN1CCOCC1)OC(=O)c1ccccc1 (stereo not drawn) | 1.41 | 1.1 | 0.2 | -41.2 | -3.9 | -2.9 | -10.4 | 3.0 | -2.9
COc1ccc(/C=N/NC(=O)c2ccco2)cc1OCc1ccccc1 | 1.18 | 1.07 | -2.5 | -17.8 | -7.4 | -2.0 | -7.1 | 1.3 | -6.1
Cc1ccnc2nc(C(=O)OCCOc3cccc(Br)c3)nn12 | 0.938 | 1.01 | -0.6 | 6.2 | -8.1 | -1.6 | -1.3 | 0.7 | -7.0
